# Compound activity as filed in PubChem.
# Anthrax LF inh2 = inhibitors of Bacillus anthracis lethal factor protease; P15917; multiplex microsphere protease cleavage assay, LF; inhibition, % at 10 µM; 0.12% of 360,000 active; in the data active = inhibition above about 30%; note: plate controls were buffer without enzyme for full effect and enzyme alone for no effect
# Rv3671c inh = Rv3671c (M. tuberculosis) protease inhibition | inhibition, % at 5.96 µM | 0.048% of 320,000 active | AID 2606; in the data active = inhibition above about 38%;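 note: extracellular domain of Rv3671c used as enzyme; 0% = enzyme with DMSO and 100% = no enzyme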
# Target sequence (P9WHR9 whole entry, looked up, the tested form may be a part): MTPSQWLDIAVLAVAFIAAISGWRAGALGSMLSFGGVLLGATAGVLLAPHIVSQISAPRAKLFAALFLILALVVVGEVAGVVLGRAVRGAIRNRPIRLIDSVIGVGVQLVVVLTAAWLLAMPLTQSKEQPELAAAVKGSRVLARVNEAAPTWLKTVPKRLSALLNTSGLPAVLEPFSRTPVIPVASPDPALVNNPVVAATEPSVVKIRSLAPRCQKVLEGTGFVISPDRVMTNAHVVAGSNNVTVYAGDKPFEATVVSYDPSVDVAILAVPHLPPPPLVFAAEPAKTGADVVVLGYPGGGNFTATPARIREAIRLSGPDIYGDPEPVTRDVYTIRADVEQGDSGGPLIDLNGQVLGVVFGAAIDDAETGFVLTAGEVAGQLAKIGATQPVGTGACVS
# TcdB inh = blocks C. difficile toxin B glycohydrolase activity; P18177; TcdB glycohydrolase enzymatic assay, plate reader; inhibition, % at 9.99 µM; 0.24% of 350,000 active; AID 652162; in the data active = inhibition above about 10%
# Vc quorum ag = quorum light induction in luxS cqsA deficient V. cholerae. 0.16% of 350,000 active. V. cholerae BH1578 lux reporter, luminescence, 6 h. activation, % at 18.7 µM; in the data active = activation mostly above about 9.7%, no sharp cut-off; note: not every result past the cut was called active; inactives centre near 0; reference of the scale not given here
# MazEF act = activators of E. coli MazEF toxin-antitoxin RNase; FAM/BHQ RNA-DNA oligo cleavage fluorescence, 5 h; activation, % at 20 µM; AID 504720; 0.32% of 350,000 active; P0AE70; in the data active = activation above about 50%
# Target sequence (P0AE70 whole entry, looked up): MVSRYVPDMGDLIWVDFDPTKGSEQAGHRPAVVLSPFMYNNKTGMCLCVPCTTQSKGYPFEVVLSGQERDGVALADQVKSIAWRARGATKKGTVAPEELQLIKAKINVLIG
# SARS 3CLpro inh = SARS-CoV 3CLpro protease inhibition | P0C6X7 | recombinant SARS-CoV 3CLpro, quenched FRET peptide cleavage | inhibition, % at 6 µM | 0.14% of 290,000 active; in the data active = inhibition above about 12%
# Yp Topo-I inh = inhibitors of Yersinia pestis topoisomerase I | Y. pestis Topo-I cleavage product accumulation, plate reader | activity, % at 10 µM | 0.064% of 360,000 active; in the data active = activity above about 50%, passing the limit was not always enough; note: inactives centre near 2
# VHR inh abs = DUSP3 (human) phosphatase inhibition; inhibition, % at 13.3 µM; P51452; AID 1654; recombinant VHR phosphatase, pNPP absorbance; 0.52% of 290,000 active; in the data active = inhibition above about 50%; note: some compounds called inactive have numbers as strong as hits
# Target sequence (P51452 whole entry, looked up): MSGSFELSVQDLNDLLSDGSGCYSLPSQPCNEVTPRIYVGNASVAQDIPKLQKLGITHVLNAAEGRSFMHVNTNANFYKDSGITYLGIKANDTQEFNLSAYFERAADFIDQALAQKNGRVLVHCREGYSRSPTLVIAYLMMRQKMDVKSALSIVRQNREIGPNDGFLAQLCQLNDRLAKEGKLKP
# PfHsp40 rescue = restores yeast growth despite PfHsp40 toxicity | S. cerevisiae expressing PfHsp40, growth rescue, ATP luminescence | growth rescue, % at 12.5 µM | 0.68% of 340,000 active; in the data active = growth rescue above about 28%, passing the limit was not always enough;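 note: yeast W303a lacking pdr1 and pdr3 grown in galactose medium; growth measured after three days at 30 °C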
# PriA SSB inh = inhibitors of Klebsiella pneumoniae PriA binding to SSB C-terminal tail | AlphaScreen SSBct-PriA binding, biotinylated peptide | 0.6% of 430,000 active | inhibition, % at 33 µM | AID 1272365; in the data active = inhibition mostly above about 37%, no sharp cut-off; inactive = mostly below about 20%;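 note: plate controls were negative control peptide for no effect and reference peptide for full effect; strong numbers were not always called active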
# * hit, by the source's call; i = inactive; . = not tested or not shown; & = joins results of further samples. A portion of the library. The share of hits here may be higher or lower than overall.
SMILES,Anthrax LF inh2,Rv3671c inh,TcdB inh,Vc quorum ag,MazEF act,SARS 3CLpro inh,Yp Topo-I inh,VHR inh abs,PfHsp40 rescue,PriA SSB inh
Cc1ccc(C(=O)NCC(C)(C)O)cc1,-9.5,-2.9,.,i,-2.1,3.5,5.6,-13.2,-1.2,6.1
Cc1noc(C)c1C(=O)OCC(=O)NC1CCCCC1C (stereo not given),-6.2,.,0.9,0.6,-4.4,.,2.9,.,0.1,1.9
COc1cccc(N2CC(O)=C(c3nc4ccccc4c(=O)[nH]3)C2=N)c1,2.7,-10.4,.,5.6,35.0,-4.4,-1.2,26.9,0.6,4.3
CCCCc1nc2ccccc2c(NC(=O)CNC(C)(C)C)c1CCC,-3.1,1.1,.,-7.1,-0.3,3.6,-12.5,0.1,0.7,0.0
Cc1cccc(-c2nnc(SCC(=O)NCc3ccc4c(c3)OCO4)n2C)c1,0.2,-1.8,.,4.2,2.2,5.9,15.4,13.6,-1.2,-5.3
CC(C)C[C@H](NC(=O)c1nc[nH]c1C(=O)NCC(=O)OCc1ccccc1)C(=O)OC(C)(C)C,3.1,-10.3,1.5,i,5.4,11.3,6.4,-10.5,23.9,7.5
C=CCn1c(C)c(C(C)=O)c(N2CCN(c3ccccc3)CC2)nc1=S,-5.5,4.2,.,i,-69.7,-1.0,0.0,20.0,0.3,-3.8
O=C(N/C(=C/c1cccs1)c1nc2ccccc2[nH]1)c1ccccc1,-6.2,5.3,.,.,2.6,-1.5,-1.6,41.1,-0.8,1.1
CCOc1cccc2cc(C(=O)NCc3ccc(OC)cc3)c(=N)oc12,-1.1,-6.6,-0.2,i,11.7,-0.3,-6.3,11.0,-1.1,0.6
Cc1cccc(Nc2nnc(SC/C(O)=C(\C#N)c3nc4ccccc4[nH]3)s2)c1,-5.3,-9.4,.,1.3,-2.5,6.1,6.7,1.3,-0.4,6.4
Cc1cc(Oc2cc(N)cc([N+](=O)[O-])c2)ccc1Cl,1.5,-8.6,.,i,2.6,9.3,-13.6,-3.8,1.7,-0.8
COc1cccc(C(=O)NCCN2CCOCC2)c1,-3.4,-6.7,1.0,i,1.5,3.7,1.8,19.2,-0.2,0.4
CC(=O)Oc1ccc2nc(/C=C/c3ccc(C=O)cc3)oc(=O)c2c1,-0.8,-2.0,3.5,i,8.4,2.6,-9.1,-7.9,-1.8,0.1
O=C(CCNc1n[nH]c(=O)[nH]c1=O)N/N=C\c1cccc(OCc2ccccc2)c1,1.7,-7.2,1.5,-0.2,-3.0,0.4,11.6,10.3,-1.7,.
CC(C)CC(=O)N=C1SC2CS(=O)(=O)CC2N1CCc1ccccc1 (stereo not given),1.6,-5.4,.,-0.3,-1.0,4.4,10.0,2.8,0.0,-20.2
O=[N+]([O-])c1cccc(-c2cc(-c3cc(Br)ccc3O)[nH]n2)c1,-1.1,-9.2,0.6,-0.1,13.8,1.8,-29.1,1.9,285.3*,-1.2
COC(=O)C1C(c2ccc(Cl)cc2)NC(c2ccc(Cl)cc2)C(C(=O)OC)S1(=O)=O (stereo not given),9.9,-4.6,1.3,1.5,-1.3,-4.0,-9.3,7.3,-1.7,-3.4
CC1=C(C(=O)N(C)C)C(c2ccc(N3CCOCC3)cc2)NC(=O)N1 (stereo not given),-0.4,0.0,1.7,-0.4,-14.5,3.2,1.7,-2.0,-1.5,2.8
COCCSc1ncnc2c1oc1nc3c(cc12)COC(C)(C)C3,-1.0,3.9,-1.8,-0.2,1.9,3.8,-5.6,-15.0,-0.5,-7.4
CCOC(=O)Cc1csc(NC(=O)NC2(C(F)(F)F)Oc3cc(Cl)c(Cl)cc3O2)n1,-2.4,-2.2,.,-0.4,8.5,-1.7,-5.7,-5.5,-0.6,-9.6
Cc1cc(C)cc(NC(=O)CN(Cc2ccccc2)S(C)(=O)=O)c1,.,-8.9,.,i,1.2,3.7,-3.7,13.4,-0.8,0.6
Fc1ccc(-c2csc(-c3ccccn3)n2)cc1F,-3.4,-5.6,-0.1,0.5,-1.8,4.3,5.8,-6.4,4.0,-7.8
COc1ccc(NC(=O)c2sc(=S)[nH]c2N)cc1,0.2,-5.9,.,-0.7,8.7,0.3,-2.1,8.8,0.0,7.1
O=S(=O)(/C=C/c1ccccc1)Oc1ccccc1,0.4,-0.1,1.9,i,-4.2,-3.8,4.8,11.6,-0.7,-3.2
COc1ccc(NC(=O)C[C@H]2C(=O)N(CCc3ccccc3)C[C@@H]2Cc2ccccc2)cc1,-4.8,.,1.2,-0.5,3.6,.,42.0,.,.,.
COc1ccc(OC)c(NC(=O)CN2C(=O)c3ccccc3S2(=O)=O)c1,7.6,2.4,.,-0.5,-5.0,-2.7,-1.2,14.1,0.9,-17.7
O=C(Cn1cncn1)N/N=C/c1cc([N+](=O)[O-])ccc1O,-3.5,3.6,-8.7,-0.1,8.9,-0.2,-8.4,13.6,-2.6,.
COc1ccc(C(=O)CN2CCN(c3cc(C)nc4ccccc34)CC2)cc1,-2.2,7.6,3.0,-0.7,-9.1,4.4,5.6,16.3,0.6,-12.1
CCOC(=O)C1=C(CS(=O)(=O)c2ccc(F)c(C)c2)NC(=O)NC1c1ccc(O)c(O)c1 (stereo not given),-2.5,4.6,-12.5,0.4,10.3,1.6,-6.5,2.4,0.2,-6.0
COC(=O)C(NC(=O)c1ccccc1)=C1CCCCC1,-2.0,-2.6,.,i,9.5,-2.8,0.3,28.6,0.1,3.8

# Profiles as entered above. Screens in order: Anthrax LF inh2 | Rv3671c inh | TcdB inh | Vc quorum ag | MazEF act | SARS 3CLpro inh | Yp Topo-I inh | VHR inh abs | PfHsp40 rescue | PriA SSB inh
# COc1ccc(NC(=O)c2sc(=S)[nH]c2N)cc1 as listed: 0.2 | -5.9 | . | -0.7 | 8.7 | 0.3 | -2.1 | 8.8 | 0.0 | 7.1
# COC(=O)C(NC(=O)c1ccccc1)=C1CCCCC1 as listed: -2.0 | -2.6 | . | i | 9.5 | -2.8 | 0.3 | 28.6 | 0.1 | 3.8
# COc1cccc(C(=O)NCCN2CCOCC2)c1 as listed: -3.4 | -6.7 | 1.0 | i | 1.5 | 3.7 | 1.8 | 19.2 | -0.2 | 0.4
# COCCSc1ncnc2c1oc1nc3c(cc12)COC(C)(C)C3 as listed: -1.0 | 3.9 | -1.8 | -0.2 | 1.9 | 3.8 | -5.6 | -15.0 | -0.5 | -7.4
# CCOC(=O)C1=C(CS(=O)(=O)c2ccc(F)c(C)c2)NC(=O)NC1c1ccc(O)c(O)c1 (stereo not given) as listed: -2.5 | 4.6 | -12.5 | 0.4 | 10.3 | 1.6 | -6.5 | 2.4 | 0.2 | -6.0

# (listing goes on)
SMILES,Anthrax LF inh2,Rv3671c inh,TcdB inh,Vc quorum ag,MazEF act,SARS 3CLpro inh,Yp Topo-I inh,VHR inh abs,PfHsp40 rescue,PriA SSB inh
C#CCOCCOCCOCCNc1nc(N2CCN(C(=O)[C@H](CCC(=O)O)n3cc(C(N)Cc4ccc(O)cc4)nn3)CC2)nc(N2CCN(C(=O)[C@H](CCC(=O)O)n3cc(C(N)Cc4ccc(O)cc4)nn3)CC2)n1 (stereo not given in full),.,1.2,1.2,.,1.0,-2.3,.,34.7,.,-2.6
CCN(CC)CCCN=Cc1c(O)n(-c2ccc(C)cc2)c(=O)c2ccccc12,-4.8,-1.0,-0.4,i,14.4,-1.7,1.3,13.3,-1.6,0.2
NC(=O)CNC(=O)C1CCCc2c1[nH]c1ccc(Cl)cc21 (stereo not given),-10.8,5.7,0.1,0.7,4.5,0.9,-1.4,-2.0,0.0,-6.6
CCCS(=O)(=O)NC(=O)C1(C)CCCN(C(=O)c2ccccc2F)C1 (stereo not given),0.8,.,-0.3,-0.4,.,.,0.3,.,.,.
CCCCn1c(C(C)O)nc2ccccc21 (stereo not given),-0.6,-3.1,.,.,-1.0,3.8,0.9,-7.5,-0.3,-20.7
O=C(C1COc2ccccc2O1)N1CCN(c2ccc(C(F)(F)F)cn2)CC1 (stereo not given),4.7,-9.5,0.4,-2.9,3.4,.,9.4,.,7.2,-7.2
O=C(NC(=S)NC1CCCCCC1)c1cncc(Br)c1,0.8,-7.2,.,-0.1,-0.1,-1.3,9.7,-11.2,33.2*,-8.8
O=C(C1CC(=O)N(c2ccc(F)cc2)C1)N1CCOCC1 (stereo not given),1.5,1.9,1.4,i,15.5,-3.8,-1.7,-2.3,0.0,-8.3
CCOC(=O)c1cc2ccc3ccccc3c2oc1=O,-16.8,-1.5,-3.0,-0.3,0.9,6.1,-17.9,34.5,6.6,-11.1
COc1ccccc1CNC(=O)CN1C(=O)NC2(CCCCCC2)C1=O,-5.2,1.4,0.0,i,-3.5,.,3.9,.,1.9,-1.4
COc1cc(/C=N/NC(=O)c2ccc(NS(=O)(=O)c3cccs3)cc2)cc(OC)c1O,-2.8,4.4,1.0,-0.3,4.9,.,-15.2,.,-1.9,.
CCOC(=O)c1c(C)[nH]c(C)c1S(=O)(=O)NCCc1sccc1C,-1.1,-8.6,-3.1,-0.1,0.4,1.5,-6.3,22.8,-1.6,-3.4
CC(C)C[C@@H](CNCC(=O)[C@H](CC(C)C)NC(=O)c1[nH]cnc1C(=O)N[C@@H](C)CN)NC(=O)c1nc[nH]c1C(=O)N[C@@H](CC(=O)O)C(=O)O,-9.3,.,-1.6,0.9,3.0,.,-1.6,.,0.2,1.7
Cc1ccc(S(=O)(=O)N2CCC3(CC2)OCCO3)c(C)c1,1.6,3.5,1.0,-1.2,-3.6,0.6,9.4,8.6,-2.1,-16.4
CCCN(CCC)CCNC(=O)Cn1cnc2sc(C)c(S(=O)(=O)N3CCOCC3)c2c1=O,11.2,1.5,.,-0.4,10.5,-4.1,-7.2,.,-1.7,-18.3
Cc1ccc(CN2C(=O)CCC2C(=O)NC2CCCC2)cc1 (stereo not given),0.4,-7.0,.,i,4.0,3.9,-1.8,-12.2,0.4,-11.1
CCc1ccc(NC(=O)C2=CC=CN3CCS(=O)(=O)N=C23)cc1,.,0.7,0.7,i,-1.9,.,-10.3,.,0.4,-3.9
CN1CCN(S(=O)(=O)c2cccs2)CC1,-3.9,0.1,0.4,0.2,-0.2,0.2,12.9,11.0,-0.8,-12.5
Cc1cc(C)nc(SCCS(=O)(=O)Cc2ccc(Cl)cc2)n1,0.4,2.3,.,0.6,-9.8,-0.3,8.3,-18.1,-0.6,-20.0&-1.9
CN1CCC(C)(O)C2CCCCC21 (stereo not given),-3.4,-0.9,0.6,i,7.3,-2.4,4.9,16.0,-1.0,1.3
CCCC(=O)N1CCCC1(C)C(=O)Nc1cc(C)ccc1C (stereo not given),-0.4,.,-0.7,i,.,.,15.9,.,.,.
c1ccc2c(c1)[nH]c1c3ccccc3sc21,-8.6,-4.8,-1.0,-0.6,-7.6,4.3,-29.9,13.3,-1.7,-21.0
Cc1ccc(N(C(=O)c2csnn2)C(C(=O)NC2CCCCC2)c2cccnc2)cc1 (stereo not given),-0.4,-3.2,0.5,-4.0,2.0,3.4,10.0,11.8,-0.7,15.6
CCCCS(=O)(=O)C1CCS(=O)(=O)C1 (stereo not given),3.7,1.3,.,-0.4,-1.4,-4.6,7.5,13.4,-1.8,-13.8
Cc1ccccc1C(C(=O)NC1CCCC1)N(C(=O)Cc1cccs1)c1ccc2c(c1)OCCO2 (stereo not given),-7.1,0.2,0.3,-6.2,-10.0,1.1,-3.0,39.9,0.5,-3.1
COCCN1CCn2c(nc3cc(NC(=O)c4ccc(OC)cc4)ccc32)C1,-21.4,-11.1,.,5.6,11.6,0.9,4.0,-8.3,0.4,-5.8
O=C1CC(N2CCN(c3ccc(Cl)cc3)CC2)C(=O)N1c1ccccc1 (stereo not given),-12.6,-7.0,-0.1,i,-0.3,-0.8,-1.6,10.8,0.2,-2.3
Cc1ccc(CNC(=O)C2CCCN(S(=O)(=O)c3c(C)noc3C)C2)cc1 (stereo not given),2.0,6.4,.,i,-5.8,3.4,-7.2,-5.8,-1.9,-6.3
O=C(NCC1CCCO1)c1cc(S(=O)(=O)N2CCOCC2)c(Cl)cc1Cl (stereo not given),-2.0,.,0.5,i,3.9,-4.2,3.9,16.7,-1.0,-2.0
